Screening data from PubChem.
SENP6 inh: SENP6 protease inhibition | Q9GZR1 | Recombinant SENP6 catalytic domain, aminoluciferin luminescence | inhibition, % at 10 µM | 330,000 tested, 1.8% active;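 active = inhibition above about 50% at the single tested dose, limit read from the data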;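 also: plate controls were DMSO wells with enzyme for no effect and DMSO wells lacking enzyme for full effect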
Target sequence (Q9GZR1 628-1112 limits assumed): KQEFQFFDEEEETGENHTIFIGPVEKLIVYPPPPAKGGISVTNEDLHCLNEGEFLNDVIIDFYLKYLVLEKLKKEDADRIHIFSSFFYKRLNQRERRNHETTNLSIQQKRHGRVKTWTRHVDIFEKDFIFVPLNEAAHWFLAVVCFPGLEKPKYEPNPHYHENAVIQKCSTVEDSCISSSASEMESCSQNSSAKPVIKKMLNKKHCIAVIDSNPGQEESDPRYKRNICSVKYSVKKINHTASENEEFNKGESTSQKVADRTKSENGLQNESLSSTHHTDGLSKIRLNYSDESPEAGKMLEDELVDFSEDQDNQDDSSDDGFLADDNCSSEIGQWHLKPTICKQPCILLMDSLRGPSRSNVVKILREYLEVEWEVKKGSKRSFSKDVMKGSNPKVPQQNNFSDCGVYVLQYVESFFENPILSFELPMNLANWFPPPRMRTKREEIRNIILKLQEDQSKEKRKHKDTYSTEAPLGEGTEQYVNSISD
SENP8 block-1: inhibitors of human SENP8 protease; Q96LD8; recombinant SENP8, Nedd8 substrate fluorescence; inhibition, % at 20 µM; 360,000 tested, 0.64% active; AID 602440; in the data active = inhibition mostly above about 40%, no sharp cut-off; inactive = mostly below about 27%
Target sequence (Q96LD8 whole entry, looked up): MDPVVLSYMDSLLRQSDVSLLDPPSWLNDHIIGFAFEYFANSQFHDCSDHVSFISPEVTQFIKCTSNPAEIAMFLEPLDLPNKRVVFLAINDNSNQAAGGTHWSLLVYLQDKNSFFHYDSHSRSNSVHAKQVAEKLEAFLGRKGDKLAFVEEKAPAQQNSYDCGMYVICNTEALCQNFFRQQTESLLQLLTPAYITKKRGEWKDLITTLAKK
SENP8 block-2: blocks the human protease SENP8; Q96LD8; purified SENP8, Z-RLRGG-aminoluciferin cleavage, luminescence; inhibition, % at 10 µM; 330,000 tested, 1.2% active; AID 2540; in the data active = inhibition above about 50%
NALP3 yeast inh: blocks the NALP3 inflammasome reconstituted in yeast | 330,000 tested, 0.39% active | Yeast reconstituted NLRP3/ASC/caspase-1, beta-gal luminescence, 24 h | inhibition, % at 10 µM;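 active = inhibition of 50% or more; inactive = inhibition below 50%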;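 also: plate controls were induced DMSO wells for no effect and uninduced yeast grown without galactose for full effect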
SENP1 inh: inhibitors of human SENP1 SUMO protease catalytic domain; inhibition, % at 10 µM; 360,000 tested, 0.21% active; AID 624204; recombinant SENP1 catalytic domain, CyPet-SUMO1-YPet FRET cleavage; Q9P0U3;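 active = inhibition at least 30% at 10 µM, raw YFP signal under a set limit, fluorescence ratio 0.5 to 1.5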;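 also: 0% = enzyme with DMSO and 100% = no enzyme wells; some results filed as inactive read as strong as hits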
Target sequence (Q9P0U3 419-644 limits assumed): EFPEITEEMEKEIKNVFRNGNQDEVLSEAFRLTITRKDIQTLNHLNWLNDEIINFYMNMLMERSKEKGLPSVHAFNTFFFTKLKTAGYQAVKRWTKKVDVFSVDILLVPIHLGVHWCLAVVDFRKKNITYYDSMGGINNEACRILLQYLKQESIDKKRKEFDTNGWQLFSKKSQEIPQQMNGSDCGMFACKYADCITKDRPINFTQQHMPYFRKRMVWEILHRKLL
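System: Recombinant human SENP1 catalytic domain, His6-tagged | Incubation: Enzyme reaction for 50 min at room temperature, dark | Medium: Tris pH 8 with BME, BSA, NP40 and catalase | Also added: 25 nM SUMO1 FRET substrate | Compound: 10 µM single point, 0.5% DMSO | Measured by: FRET fluorescence in CFP and YFP emission channels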
Apaf1 inhib: human Apaf-1 inhibition; O14727; reconstituted apoptosome caspase-3 activity, DEVD-Rh110 fluorescence; inhibition, % at 20 µM; 330,000 tested, 0.71% active; active = inhibition of at least 40% at 20 µM;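 also: plate controls were DMSO wells for no effect and DEVD-CHO caspase inhibitor wells for full effect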
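Material: cell-free apoptosome with Apaf-1, procaspase-3 and caspase-9; Buffer or medium: Hepes pH 7.5 with detergent and BSA; Reagent: cytochrome c trigger plus (Z-DEVD)2-Rh110 caspase-3 substrate; Times: compound with Apaf-1, dATP, procaspase-3 30 min, then 50 min reaction, room temperature; Technique: Rh110 fluorescence intensity.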
SENP7 inh: SENP7 protease inhibition. Q9BQF6. recombinant SENP7, Z-RLRGG-aminoluciferin luminescence, 40 min. inhibition, % at 5 µM. 330,000 tested, 1.5% active;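 active = inhibition above about 50% at the single test dose, limit read from the data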;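 also: plate controls were DMSO with enzyme for no effect and no enzyme buffer wells for full effect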
HKDC1 inh: inhibitors of human hexokinase HKDC1; Q2TB90; recombinant HKDC1, G6PDH/diaphorase resazurin coupled fluorescence; inhibition, % at 20 µM; 340,000 tested, 0.16% active; AID 493160;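 active = inhibition above about 35% when tested at 20 µM, limit read from the data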;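 also: plate controls were DMSO wells with enzyme for no effect and DMSO wells lacking enzyme for full effect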
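Test system: recombinant HKDC1 (HK5) hexokinase enzyme, produced in-house / Doses: 20 µM test compound, 1% DMSO / Timing: 90 min, room temperature / Detection: G6PDH/diaphorase-coupled fluorescence, 1 mM NADP, 100 µM resazurin, 525/613 nm / Control set: DMSO wells with and without enzyme mix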
PfGluPho inh: PfG6PD (Plasmodium falciparum) enzyme inhibition; 350,000 tested, 0.78% active; inhibition, % at 20 µM; PfGluPho enzyme, NADPH resazurin-diaphorase fluorescence;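 active = inhibition reaching at least a set limit at 20 µM in the primary screen, cut at about 59% in these data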;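 also: 0% = DMSO wells with substrate and 100% = DMSO wells lacking glucose-6-phosphate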
* = called active by the depositor; i = inactive; nt = no result given.

Every second line gives: SENP6 inh	SENP8 block-1	SENP8 block-2	NALP3 yeast inh	SENP1 inh	Apaf1 inhib	SENP7 inh	HKDC1 inh	PfGluPho inh
1: COc1ccc(/C=C/C(=O)NCCCN2CCOCC2)cc1
  nt	7	nt	nt	1	nt	nt	0	-1
2: CC1CN(c2oc(COc3ccc(Cl)cc3Cl)nc2C#N)CC(C)O1 (stereo not given)
  3	26	-5	26	2	30	-1	6	7
3: O=C(COc1ccc(S(=O)(=O)N2CCCC2)cc1[N+](=O)[O-])N1CCCC1
  -15	13	4	18	1	-1	-5	1	-3
4: O=C1c2ccccc2C(=O)N1CCCCSc1nc2ccccc2o1
  -9	15	-4	19	3	-5	2	1	10
5: CC1(C)CC(=O)c2cc(NC(=O)c3ccc(F)cc3)c(=O)oc2C1
  0	-6	-3	8	-10	-16	1	-6	5
6: CCCSc1nc(O)c(C(c2ccc(OC)c(O)c2)c2c(O)nc(SCCC)n(C)c2=O)c(=O)n1C
  2	4	1	-5	0	1	-2	-6	-2
7: O=C(C1CC1)N1CCc2cc(S(=O)(=O)N3CCOCC3)ccc21
  -10	11	-7	-16	4	-3	8	-7	-11
8: COc1ccccc1CNC(=O)c1ccc(N(C)S(=O)(=O)c2ccc(C)cc2)cc1
  -8	2	-10	13	2	20	-9	-3	6
9: CC(C)(C)NC(=O)CSc1nc(-c2ccccc2)c(-c2ccccc2)[nH]1
  8	-83	-5	-2	0	24	7	14	-5
10: CN(C(=O)COC(=O)c1cc([N+](=O)[O-])ccc1N1CCCC1)C1CCS(=O)(=O)C1 (stereo not given)
  -19	13	-4	-14	2	5	-22	0	-4
11: O=C(N/N=C/c1cccs1)c1cc(-c2ccc3ccccc3c2)n[nH]1
  -37	14	-9	40	1	11	0	-2	-8
12: Nc1cc(C(=O)OCC(=O)N2CCCC2=O)ccc1Cl
  -2	i	-7	27	2	2	-8	-1	0
13: Cc1ccc(C(=O)O)cc1NC(=O)CSc1ncnc2sc3c(c12)CCC3
  26	8	6	-8	0	-2	15	1	-9
14: O=C(COC(=O)CNC(=O)c1ccccc1)Nc1ccc2c(c1)OCO2
  -17	9	-2	-2	3	-14	5	-3	-5
15: Cc1c(C(=O)NCCSCc2c(F)cccc2Cl)cnn1-c1ccc(Cl)cc1
  -2	8	3	34	-1	7	10	5	26

Next part, overlapping the part above by 3 compounds.
Every second line gives: SENP6 inh	SENP8 block-1	SENP8 block-2	NALP3 yeast inh	SENP1 inh	Apaf1 inhib	SENP7 inh	HKDC1 inh	PfGluPho inh
13: Cc1ccc(C(=O)O)cc1NC(=O)CSc1ncnc2sc3c(c12)CCC3
  26	8	6	-8	0	-2	15	1	-9
14: O=C(COC(=O)CNC(=O)c1ccccc1)Nc1ccc2c(c1)OCO2
  -17	9	-2	-2	3	-14	5	-3	-5
15: Cc1c(C(=O)NCCSCc2c(F)cccc2Cl)cnn1-c1ccc(Cl)cc1
  -2	8	3	34	-1	7	10	5	26
16: O=C(CSc1ccc(S(=O)(=O)N2CCCC2)cn1)Nc1ccc([N+](=O)[O-])cc1C(F)(F)F
  nt	2	nt	nt	1	nt	nt	-2	7
17: COc1cc(/C=N/NC(=O)c2ccncc2)ccc1OC(=O)c1cccc(Br)c1
  -12	4	-5	2	2	16	-5	1	-2
18: ClCCn1cnc2c(SCc3ccccc3Cl)ncnc21
  nt	-1	nt	nt	-1	nt	nt	4	12
19: CCCCn1c(N)c(N(CC(C)C)C(=O)CCNC(=O)c2ccc([N+](=O)[O-])cc2)c(=O)[nH]c1=O
  -8	4	-4	19	-6	-1	-9	-3	-16
20: C[C@H]1CN=C(Nc2ccccc2)N1CC1CCC1
  0	20	6	18	-1	-8	-3	-3	11
21: C#CCOC(=O)c1ccccc1C(=O)O
  -7	24	-8	-5	1	1	2	-4	4
22: CCn1cc(CNC(=O)c2c(-c3c(Cl)cccc3Cl)noc2C)c(C)n1
  4	35	-5	11	1	-3	-3	-8	-21
23: CC(Oc1ccc(-c2ccccc2)cc1)C(=O)N1CCOCC1 (stereo not given)
  -9	17	-20	13	3	11	-15	-3	3
24: Cc1ccccc1CNC(=O)C(=O)NCCC1CCCCN1S(=O)(=O)c1cccs1 (stereo not given)
  1	10	13	17	3	22	0	-4	13
25: COc1ccc(OC)c(NC(=O)Cn2c(C)nc3ccccc3c2=O)c1
  9	12	-3	9	1	0	-2	-7	-6
26: COc1ccc(C)cc1NC(=O)c1ccc(-c2ccc(C(C)=O)cc2)o1
  -19	-159	-9	3	-1	17	-10	nt	nt
27: CCC(=Nc1ccccc1O)C1=C(O)CC(c2ccccc2)CC1=O (stereo not given)
  -3	33	-2	62*	-11	-7	12	11	11
28: COc1ccc(CC(=O)NN2C(=O)c3ccccc3C2=O)cc1
  -11	15	-1	1	4	4	7	-12	0
29: O=C(NC1CCCC1)C1CCCN1S(=O)(=O)c1cccc2cccnc12 (stereo not given)
  -15	4	-10	7	-4	-1	-8	-2	-11
30: COc1ccc(OCC(=O)Nc2ccc(NC(=O)c3cccs3)c(OC)c2)cc1
  13	4	0	29	0	11	7	-4	-4

Going on with the list:
Every second line gives: SENP6 inh	SENP8 block-1	SENP8 block-2	NALP3 yeast inh	SENP1 inh	Apaf1 inhib	SENP7 inh	HKDC1 inh	PfGluPho inh
31: COc1ccc(CC(=O)NNc2ncnc3c2cnn3C)cc1OC
  -11	9	-9	7	1	3	5	-3	0
32: CC(C)CCNC(=O)[C@H](CSCc1ccccc1)N1Cc2ccccc2C1=O
  -1	7	0	9	-49	10	-3	0	-7
33: O=C(CSc1ccc2nnc(-c3cccnc3)n2n1)NCc1ccco1
  -5	-16	5	11	-1	1	0	-6	26
34: COc1ccc(C2N(c3ccccn3)C(=O)C3CCCN32)c(OC)c1 (stereo not given)
  -13	8	-3	8	1	0	0	1	5
35: O=C1C(=O)N(CCCn2ccnc2)C(c2cccnc2)/C1=C(/O)c1ccc(F)cc1 (stereo not given)
  3	17	-1	-7	1	-8	-1	-7	-1
36: CCOC(=O)c1[nH]c2cc(OC)c(OC)cc2c1N
  0	-275	-4	4	6	-3	2	2	42
37: CC(=O)Nc1cc2c(cc1C(=O)C(C)C)OCCO2
  -12	-342	-3	10	0	-7	-7	-9	7
38: COc1cccc(-n2c(Cc3cc(=O)[nH]c(=O)[nH]3)nnc2SCC(=O)NC2CCCC2)c1
  5	14	-4	9	7	-4	0	-4	17
39: Cc1ccc(NC(=O)N(Cc2cccs2)Cc2cc3cc4c(cc3[nH]c2=O)OCO4)cc1
  -26	nt	-16	22	nt	19	-7	nt	nt
40: Cc1cc2c3c(c1)C1(C(=O)N3C(C)(C)CC2C)C(C#N)=C(N)Oc2n[nH]c(C)c21 (stereo not given)
  -9	10	4	10	0	-11	6	-5	-2
41: Cc1cc(NC(=O)C2CCCN(S(=O)(=O)c3c(C)noc3C)C2)n[nH]1 (stereo not given)
  -12	5	-10	2	-1	0	7	-9	12
42: CCOc1ccc(-n2c(SCc3nc(-c4ccc(C)cc4)no3)nnc2-c2ccncc2)cc1
  5	10	2	9	4	17	9	0	0
43: COc1cc2cc(CCCOC(=O)c3ccc(C#N)cc3)oc(=O)c2cc1OC
  0	16	-5	6	0	-2	1	8	9
44: N=C(SC1CC(=O)N(c2ccc(F)cc2)C1=O)N1N=C(c2ccccc2)CC1c1ccccc1 (stereo not given)
  -11	-159	1	13	3	0	7	-8	-8
45: O=C(Cn1c(=O)oc2ccc(Cl)cc21)Nc1ccon1
  -4	9	0	-3	0	-11	-58	-5	-6

Additional records follow.
Every second line gives: SENP6 inh	SENP8 block-1	SENP8 block-2	NALP3 yeast inh	SENP1 inh	Apaf1 inhib	SENP7 inh	HKDC1 inh	PfGluPho inh
46: CCOC(=O)NC(=O)c1cn(Nc2ncc(C(F)(F)F)cc2Cl)c(=O)[nH]c1=O
  -14	15	-4	-8	3	8	-1	-5	-9
47: CCOc1cc(/C=C2\COc3ccccc3C2=O)ccc1OCC(=O)N(C)C
  -14	-7	-4	-5	0	-23	-12	12	-2
48: CC12CCC(=O)N1C(C(=O)OCC(=O)Nc1ccc(C(F)(F)F)cc1)CS2 (stereo not given)
  6	7	5	10	2	2	8	-7	1
49: COc1ccc(NC(=O)Nc2ccc(O)c3ccccc23)cc1
  35	nt	13	-2	nt	52*	12	24	72*
50: COc1ccc(OC)c(S(=O)(=O)Nc2cc(OC)c(Cl)cc2OC)c1
  -37	4	0	9	1	-4	-8	-1	-9
51: COC(=O)CC1C(=O)NCCN1C(=O)CSc1nnnn1-c1ccc(Cl)cc1 (stereo not given)
  -20	8	-7	10	-1	-2	-6	-8	-9
52: Cc1ccc(N2CC(C(=O)NCCS(=O)(=O)N3CCN(c4ccccc4F)CC3)CC2=O)cc1 (stereo not given)
  9	9	3	27	3	-10	2	-4	16
53: OC1CCCN(Cc2c3ccccc3cc3ccccc23)C1 (stereo not given)
  -41	-136	-11	-14	6	7	-11	3	-6
54: CC(=O)c1c(C)[nH]c(C(=O)OCC(=O)Nc2ccc(Cl)c(S(=O)(=O)N(C)C)c2)c1C
  6	11	4	11	-1	-6	7	-4	10
55: CCn1c(COc2ccc(=O)n(-c3ccccc3)n2)nnc1SCc1ccc(OC)cc1
  -12	8	-1	12	0	-4	-11	5	12
56: Cc1ccc(S(=O)(=O)N2CCOCC2)cc1NC(=O)COC(=O)c1cc(=O)c2ccccc2o1
  0	13	2	13	0	-11	0	7	-7
57: O=C(COc1ccc(Cl)cc1Cl)NCCCn1ccnc1
  0	7	0	12	-4	16	7	-4	-3
58: Cc1cc2nc(CCN(Cc3cccnc3)C(=S)Nc3ccc(F)cc3)[nH]c2cc1C
  -12	12	-4	20	1	-7	3	4	26
59: CCCN1CCN(S(=O)(=O)c2ccc3c(c2)CC(C)N3C(=O)C2CC2)CC1 (stereo not given)
  -7	10	2	8	4	7	7	-5	2
